SENP8 block-1 = SENP8 (human) protease inhibition; recombinant SENP8, Nedd8 substrate fluorescence; inhibition, % at 20 µM; 360,000 compounds, 0.64% hits; AID 602440; in the data active means inhibition mostly above about 40%, no sharp cut-off; inactive means mostly below about 27%
Target sequence (Q96LD8 whole entry, looked up): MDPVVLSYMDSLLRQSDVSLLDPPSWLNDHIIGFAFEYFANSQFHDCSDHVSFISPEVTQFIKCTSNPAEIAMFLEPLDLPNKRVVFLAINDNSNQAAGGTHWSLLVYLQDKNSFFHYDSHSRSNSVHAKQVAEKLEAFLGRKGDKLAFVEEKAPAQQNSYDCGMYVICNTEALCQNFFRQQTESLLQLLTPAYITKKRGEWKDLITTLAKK
SENP8 block-2 = blocks the human protease SENP8; purified SENP8, Z-RLRGG-aminoluciferin cleavage, luminescence; Q96LD8; inhibition, % at 10 µM; 330,000 compounds, 1.2% hits; AID 2540; in the data active means inhibition above about 50%
HKDC1 inhibitor = HKDC1 (human) hexokinase inhibition. Q2TB90. recombinant HKDC1, G6PDH/diaphorase resazurin coupled fluorescence. inhibition, % at 20 µM. 340,000 compounds, 0.16% hits;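 active means inhibition above about 35% when tested at 20 µM, limit read from the data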;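 further: plate controls were DMSO wells with enzyme for no effect and DMSO wells lacking enzyme for full effect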
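Assay system: in-house recombinant HK5 (HKDC1) enzyme. Input: HKDC1 at 5 µg/mL. Medium: Tris pH 8.0 buffer with MgCl2, Tween-20, BSA, BME. Dosing: single 20 µM dose. Schedule: 90 min reaction incubation at room temperature, dark. Signal: resazurin-to-resorufin fluorescence via G6PDH and diaphorase coupling, 525/613 nm. Controls: DMSO-enzyme wells negative, buffer-substituted wells positive.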
SENP1 FRET inh = inhibitors of human SENP1 SUMO protease catalytic domain; inhibition, % at 10 µM; 360,000 compounds, 0.21% hits; recombinant SENP1 catalytic domain, CyPet-SUMO1-YPet FRET cleavage;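 active means inhibition at least 30% at 10 µM, raw YFP signal under a set limit, fluorescence ratio 0.5 to 1.5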;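 further: 0% = enzyme with DMSO and 100% = no enzyme wells; some results filed as inactive read as strong as hits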
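System: Recombinant human SENP1 catalytic domain, His6-tagged | Incubation: Enzyme reaction for 50 min at room temperature, dark | Medium: Tris pH 8 with BME, BSA, NP40 and catalase | Also added: 25 nM SUMO1 FRET substrate | Compound: 10 µM single point, 0.5% DMSO | Measured by: FRET fluorescence in CFP and YFP emission channels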
PfG6PD inh = PfG6PD (Plasmodium falciparum) enzyme inhibition. PfGluPho enzyme, NADPH resazurin-diaphorase fluorescence. inhibition, % at 20 µM. 350,000 compounds, 0.78% hits. AID 504690;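 active means inhibition reaching at least a set limit at 20 µM in the primary screen, cut at about 59% in these data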;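 further: 0% = DMSO wells with substrate and 100% = DMSO wells lacking glucose-6-phosphate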
SENP6 inh = SENP6 protease inhibition; Q9GZR1; Recombinant SENP6 catalytic domain, aminoluciferin luminescence; inhibition, % at 10 µM; 330,000 compounds, 1.8% hits;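 active means inhibition above about 50% at the single tested dose, limit read from the data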;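 further: plate controls were DMSO wells with enzyme for no effect and DMSO wells lacking enzyme for full effect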
Target sequence (Q9GZR1 628-1112 limits assumed): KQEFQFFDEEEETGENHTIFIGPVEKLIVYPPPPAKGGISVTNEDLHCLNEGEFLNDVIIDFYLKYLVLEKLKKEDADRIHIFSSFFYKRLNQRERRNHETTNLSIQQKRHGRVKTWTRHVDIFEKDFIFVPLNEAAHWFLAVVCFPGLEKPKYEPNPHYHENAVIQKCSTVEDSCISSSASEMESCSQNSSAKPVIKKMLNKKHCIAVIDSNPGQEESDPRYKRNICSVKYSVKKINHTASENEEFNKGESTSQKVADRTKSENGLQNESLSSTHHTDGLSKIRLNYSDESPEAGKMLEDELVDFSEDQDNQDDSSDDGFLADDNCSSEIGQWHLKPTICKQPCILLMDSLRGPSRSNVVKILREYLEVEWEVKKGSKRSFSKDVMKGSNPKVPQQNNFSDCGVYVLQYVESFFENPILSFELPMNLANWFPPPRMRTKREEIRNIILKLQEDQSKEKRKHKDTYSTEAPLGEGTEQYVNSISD
SENP7 inh = SENP7 protease inhibition. inhibition, % at 5 µM. 330,000 compounds, 1.5% hits. Q9BQF6. AID 434973. recombinant SENP7, Z-RLRGG-aminoluciferin luminescence, 40 min;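 active means inhibition above about 50% at the single test dose, limit read from the data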;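 further: plate controls were DMSO with enzyme for no effect and no enzyme buffer wells for full effect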
Target sequence (Q9BQF6 706-1050 limits assumed): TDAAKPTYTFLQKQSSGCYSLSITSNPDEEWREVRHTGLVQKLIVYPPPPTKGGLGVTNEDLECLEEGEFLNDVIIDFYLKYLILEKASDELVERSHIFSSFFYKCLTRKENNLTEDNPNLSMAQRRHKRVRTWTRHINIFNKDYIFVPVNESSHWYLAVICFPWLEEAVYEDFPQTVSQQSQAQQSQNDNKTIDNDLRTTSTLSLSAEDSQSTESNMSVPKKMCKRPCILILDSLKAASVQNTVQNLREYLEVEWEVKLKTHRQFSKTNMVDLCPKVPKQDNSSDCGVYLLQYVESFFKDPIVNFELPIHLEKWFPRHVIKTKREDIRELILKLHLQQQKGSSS
Apaf1 inhib = blocks human Apaf-1 apoptosome activity | O14727 | reconstituted apoptosome caspase-3 activity, DEVD-Rh110 fluorescence | inhibition, % at 20 µM | 330,000 compounds, 0.71% hits | AID 489030; active means inhibition of at least 40% at 20 µM;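 further: plate controls were DMSO wells for no effect and DEVD-CHO caspase inhibitor wells for full effect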
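detection = Rh110 fluorescence intensity | test system = biochemical Apaf-1 apoptosome reconstitution | also added = cytochrome c and DEVD-Rh110 substrate | schedule = 30 min plus 50 min, RT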
Active calls of the source: *; . = not tested or not shown.

SMILES | SENP8 block-1 | SENP8 block-2 | HKDC1 inhibitor | SENP1 FRET inh | PfG6PD inh | SENP6 inh | SENP7 inh | Apaf1 inhib
CC(C(=O)N1CCc2ccccc21)N1CCN(S(=O)(=O)c2cccs2)CC1 (stereo not drawn) | 3 | 5 | -1 | 1 | -19 | -5 | 2 | 19
CC(C)C1CC(CCN2CCCCC2)(c2ccccc2)CCO1 (stereo not drawn) | 11 | 3 | -12 | -1 | -7 | 16 | 10 | 1
Cc1ccccc1-c1cccc([C@@H]2C[C@H]3[C@H](CON3C)CN2C(=O)C(C)(C)C)c1 | 10 | . | 3 | 3 | -1 | . | . | .
Cc1ccc(COc2ccc(/C=N/NC(=O)c3ccc(CN4CCOCC4)cc3)cc2)cc1 | -4 | -9 | -5 | 5 | 8 | 5 | -7 | -4
Cn1cnnc1SCC(=O)Nc1nc(-c2ccc(F)cc2)cs1 | 2 | -1 | -4 | 0 | 11 | 34 | 5 | -14
Cc1cccc(C(O)C(O)c2cccc(C)n2)n1 (stereo not drawn) | 6 | . | -9 | 0 | 12 | . | . | .
O=C(Nc1ccccc1N1CCN(C(=O)c2ccccc2)CC1)c1ccc2c(c1)OCO2 | 8 | 2 | 2 | 3 | -8 | 10 | 3 | 13
Nn1c(Nc2ccccc2)nc2ccccc2c1=O | -204 | 3 | 4 | 0 | -9 | 20 | 11 | -6
N#CCCN1CCN(S(=O)(=O)c2ccc3c(c2)CCC3)CC1 | -2 | -9 | -1 | 3 | -13 | -1 | 3 | -10
CC1CCN(C(=O)N2c3ccccc3Sc3ccccc32)CC1 | 9 | 4 | 3 | 2 | 1 | -4 | 4 | 2
COc1ccc(S(=O)(=O)N(C)C)cc1NC(=O)CCNC(=O)c1ccccc1OC | 11 | 6 | -4 | 3 | 15 | 9 | 9 | 9
O=C1N[C@@H](Cc2ccccc2)COC(=O)[C@@H](Cc2ccc(F)cc2)CC/C=C/C[C@@H]1CC(=O)N(CCO)Cc1ccccc1 | 5 | 3 | -1 | 0 | 4 | 4 | 0 | 32
Cc1nn2c(NCC(C)C)c3c(nc2c1-c1ccccc1)CCC3 | -301 | 1 | 19 | 1 | 10 | 5 | -1 | -1
CCOC(=O)C1[C@H]2C(=O)N(C(C)c3ccc(OC)cc3)C[C@]23C=C[C@H]1O3 (stereo partly drawn) | -5 | -3 | -9 | 2 | 12 | -9 | 3 | -24
COc1ccc(/C=C/c2c([N+](=O)[O-])c(=O)n(C)c(=O)n2C)c(OC)c1 | 29 | -3 | -2 | 1 | -10 | 13 | 5 | 1
C/C(Cc1ccccc1)=N\NC(=O)CNC(=O)COc1ccccc1 | 19 | 4 | 5 | 3 | -1 | -24 | -1 | 9
CCOC(=O)C1=C(C)OC(N)=C(C#N)C1c1ccc(C)s1 (stereo not drawn) | -129 | -17 | -10 | -41 | 7 | -20 | -5 | 7
CCn1ccnc1CNC(=O)C1CCC(=O)N(Cc2cccc(C(F)(F)F)c2)C1 (stereo not drawn) | 4 | 8 | 1 | -1 | 6 | 5 | 4 | -3
CCn1c(/C=C/N(C(C)=O)c2ccccc2)[n+](CC)c2ccc(Cl)cc21 | 5 | -4 | -18 | -6 | 1 | 1 | 3 | 6
Cc1ccccc1NC(=O)C(C)OC(=O)CNS(=O)(=O)c1ccc(C#N)cc1 (stereo not drawn) | 6 | 2 | -5 | 1 | 7 | -6 | -8 | 1
CCc1cccc(NC(=S)N(CCOC)C2CCN(C(C)=O)CC2)c1 | 12 | -1 | -3 | 5 | 0 | -7 | 5 | 5
COc1cccc(C2C(C(C)=O)=C(C)Nc3ncnn32)c1 (stereo not drawn) | 3 | -6 | -2 | 2 | -4 | -14 | -2 | -2
O=C(COC(=O)c1cccnc1Cl)NC12CC3CC(CC(C3)C1)C2 | 8 | -9 | -7 | 1 | -9 | -29 | -6 | 3
COc1ccc(CCNC(=O)CSc2nc3[nH]ncc3c(=O)n2-c2ccccc2OC)cc1OC | 12 | -9 | -6 | 0 | 14 | -4 | -13 | 8
CCN(Cc1cc2cc(OC)ccc2[nH]c1=O)C(=O)Cc1ccc(OC)cc1 | -418 | -11 | 8 | -4 | 1 | -2 | -4 | -1
CCN(CC(=O)Nc1cccc(C(C)=O)c1)S(=O)(=O)c1ccc(C)cc1 | 9 | 2 | 1 | 1 | -16 | -5 | -5 | 4
COc1ccc(S(=O)(=O)N2C[C@H]3CON(C)[C@H]3C[C@H]2c2cccc(Br)c2)cc1 | -3 | . | -1 | 1 | -4 | . | . | .
CC(=O)OCC(=O)[C@@]1(O)CC[C@H]2[C@@H]3CCC4=CC(=O)C=C[C@]4(C)[C@@]3(Cl)[C@@H](Cl)C[C@@]21C | 3 | -3 | -3 | 0 | -1 | 3 | 6 | 1
COc1cccc(/C=C/c2nc(S(=O)(=O)c3ccccc3)c(N(C)C)o2)c1 | -487 | -10 | 0 | -90 | 19 | 7 | 2 | 18
Cc1cccc(C)c1NC(=O)COc1ccc2c(C)c(Cc3ccccc3)c(=O)oc2c1 | -392 | -10 | 14 | -1 | -14 | -13 | 4 | 17
Cc1ccccc1C(C(=O)NCc1ccco1)N(CC1CCCO1)C(=O)Cn1nnc2ccccc21 (stereo not drawn) | 25 | -10 | -3 | 0 | -18 | -18 | 6 | 0
COc1ccccc1NC(=O)Cc1csc(NC(=S)Nc2ccc(C)cc2)n1 | 4 | -20 | 6 | 2 | -2 | 0 | -2 | 21
COc1ccc(C(=S)N2CCOCC2)cc1OC(=O)c1ccc(C)cc1 | 27 | -6 | -4 | 0 | -17 | -18 | -8 | 20
Cn1c(=O)cc(SCC(=O)N2CCCC2)c2cc(Cl)ccc21 | -38 | 1 | 8 | 0 | 9 | -4 | 4 | 1
CCOC(=O)C1(Cc2ccccc2C(F)(F)F)CCN(Cc2ccon2)CC1 | 19 | -8 | 11 | 0 | 0 | -25 | -9 | 7
CC1CCCCN1C(=S)NC(=O)c1cccs1 (stereo not drawn) | 11 | -2 | -9 | -2 | 11 | 1 | 1 | -12
Cc1noc(C(=O)NCc2cccnc2)c1Cl | 18 | 12 | -6 | 2 | -9 | -1 | -6 | -2
O=c1sc2ccccc2n1COc1ccccc1 | 16 | . | -4 | 3 | -29 | . | . | .
CCOc1ccc(N2CC(C(=O)NCc3nnnn3-c3ccc(C)c(C)c3)CC2=O)cc1 (stereo not drawn) | -1 | -1 | -1 | -3 | -4 | 0 | 6 | 1
O=S(=O)(c1cnc[nH]1)N1CCc2ccccc21 | 24 | 4 | -4 | -32 | 37 | 0 | -6 | 0
CCN1CCN(C(=O)c2cc3ccc(OC)cc3[nH]2)CC1 | -1 | -4 | 3 | 2 | 1 | 9 | -1 | -3
COc1ccc(Cc2nc(-c3ccccn3)no2)cc1OC | 1 | -7 | 4 | 0 | 4 | -1 | -6 | 3
COc1ccc2c(c1)[C@H]1[C@H](CO2)[C@H](c2ccccc2)[C@]2(C)C(=O)Nc3ccc(Br)cc3C(=O)N12 | 6 | -3 | 2 | -3 | -1 | 0 | -10 | 10
Cc1nc2sc(C(c3ccc(Cl)cc3)N3CC(C)OC(C)C3)c(O)n2n1 (stereo not drawn) | 6 | -4 | -3 | 3 | -18 | -15 | 2 | -3
CCN(c1ccc(C)c(C)c1)S(=O)(=O)c1c(C)[nH]c(=O)[nH]c1=O | 10 | -5 | -9 | 0 | -18 | -8 | -12 | 2
Cc1ccc(-c2nc(CS(=O)(=O)CC(=O)NC3CC3)c(C)o2)cc1 | 12 | 1 | -3 | 0 | -12 | 4 | 5 | -6
CC#CC(=O)N1CCC(Oc2cccc(C(=O)NCc3ccccn3)c2)CC1 | 0 | -8 | 4 | -2 | 9 | 4 | 3 | 0
COC(=O)c1cc(C#N)c(Oc2ccc(F)cc2)nc1C | 13 | -1 | -3 | -1 | 0 | 6 | 0 | 2
CCc1cc(=O)oc2c(CNCc3c(F)cccc3Cl)c(O)ccc12 | -278 | -9 | -3 | -179 | 16 | -2 | -6 | 0
O=C(COC(=O)c1ccc(OC(F)F)cc1)NCc1cccs1 | 2 | -3 | 0 | 1 | 11 | 8 | 4 | 1
CCc1noc(C)c1C(=O)NCCc1ccc(OC)c(OC)c1 | 21 | -6 | -9 | 1 | 9 | 2 | -7 | -12
O=C1CCCC(O)=C1N=Nc1ccc(C(=O)O)cc1 | 26 | 3 | 6 | 4 | 26 | -5 | -13 | -15
Cc1c(NS(=O)(=O)c2ccc(C(=O)N(C)Cc3cccc(Cl)c3Cl)cc2)c(=O)n(-c2ccccc2)n1C | 18 | . | 10 | 1 | -6 | . | . | .
Cc1cccc(N2CCN(C(=O)c3ccc(N4CCCC4=O)cc3)CC2)c1C | 22 | -9 | 3 | 0 | 2 | -19 | -9 | 21
O=C(N/N=C/c1cccc(Br)c1)c1ccc(Cn2cc(Br)cn2)o1 | 9 | -5 | -6 | -18 | 53 | -17 | 1 | 19
CC1CCN(CCC(=O)Nc2ccc3c(c2)OCCO3)CC1 | . | -4 | . | . | . | 3 | 2 | -3
CCCS(=O)(=O)N1CCN=C1SCc1ccc(F)cc1 | 14 | 2 | -4 | 0 | 10 | 5 | -7 | -9
COc1cccc(N=C2NC(=O)/C(=C/c3cc([N+](=O)[O-])ccc3O)S2)c1 | 28 | 24 | 18 | 55 | -1 | 22 | -2 | 15
O=C(c1ccco1)N1CCN(Cc2cc(=O)c(OCc3ccccc3)co2)CC1 | 10 | -10 | 2 | 1 | -8 | -14 | -27 | 2
CCOCCCNC(=O)Cn1cnc2c(cnn2-c2ccc(OC)cc2)c1=O | -12 | -4 | -1 | 0 | -2 | 12 | 5 | -6

Next section:
SMILES | SENP8 block-1 | SENP8 block-2 | HKDC1 inhibitor | SENP1 FRET inh | PfG6PD inh | SENP6 inh | SENP7 inh | Apaf1 inhib
COC(=O)c1ccc2nc(NC(=O)C(C)C)sc2c1 | -3 | 5 | -1 | -36 | -9 | 19 | 13 | -7
C/C(=N\OCC(=O)OCC(=O)N(Cc1ccccc1)C(C)(C)C)c1ccc2c(c1)OCO2 | 7 | 5 | 5 | -2 | -7 | -15 | 1 | 29
CCOC(=O)c1cc(=O)n(-c2ccc(Cl)cc2C)[nH]1 | 22 | 2 | -6 | 0 | -13 | 7 | 11 | 10
Clc1cccc(CSc2ccc(-c3cccnc3)nn2)c1 | 14 | -12 | -2 | 6 | 20 | 3 | 3 | -3

Ordered by length of the SMILES (descending): part of the list above
SMILES | SENP8 block-1 | SENP8 block-2 | HKDC1 inhibitor | SENP1 FRET inh | PfG6PD inh | SENP6 inh | SENP7 inh | Apaf1 inhib
C/C(=N\OCC(=O)OCC(=O)N(Cc1ccccc1)C(C)(C)C)c1ccc2c(c1)OCO2 | 7 | 5 | 5 | -2 | -7 | -15 | 1 | 29
COc1cccc(N=C2NC(=O)/C(=C/c3cc([N+](=O)[O-])ccc3O)S2)c1 | 28 | 24 | 18 | 55 | -1 | 22 | -2 | 15
CCOCCCNC(=O)Cn1cnc2c(cnn2-c2ccc(OC)cc2)c1=O | -12 | -4 | -1 | 0 | -2 | 12 | 5 | -6
CCOC(=O)c1cc(=O)n(-c2ccc(Cl)cc2C)[nH]1 | 22 | 2 | -6 | 0 | -13 | 7 | 11 | 10
Clc1cccc(CSc2ccc(-c3cccnc3)nn2)c1 | 14 | -12 | -2 | 6 | 20 | 3 | 3 | -3

Screening data (PubChem)
